C-LANA FP = inhibitors of KSHV C-LANA binding to DNA, primary screen, biochemical, fluorescence polarization, FAM-LBS DNA, MBP-C-LANA, single point. AID 504423, 2011. inhibition, % at 9 µM. hit rate 0.078% among 340,000;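 active means highest replicate inhibition at or above 60% at 9 µM, even if other replicates fall short; inactive means all replicates below 60% inhibition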;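 further: 0% = neutral control wells and 100% = 4 µM acridine orange control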
PKA-R2B activ = activators of PKA-R2B holoenzyme, primary screen, biochemical, fluorescence polarization, Cy5-IP20, human; PKA-R2B holoenzyme dissociation; R2B truncated from residue 108, S112A mutant; 0% DMSO only, 100% 113 µM cGMP; activation, % at 11.4 µM; hit rate 0.079% among 340,000; AID 504700, 2011;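 active means activation above a cutoff set at the mean over all compounds plus 3 SD, cut at about 18% in these data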;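 further: higher means more holoenzyme dissociation and a rise in polarization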
Target sequence (P31323 whole entry, looked up, other chains not shown, the tested form may be a part): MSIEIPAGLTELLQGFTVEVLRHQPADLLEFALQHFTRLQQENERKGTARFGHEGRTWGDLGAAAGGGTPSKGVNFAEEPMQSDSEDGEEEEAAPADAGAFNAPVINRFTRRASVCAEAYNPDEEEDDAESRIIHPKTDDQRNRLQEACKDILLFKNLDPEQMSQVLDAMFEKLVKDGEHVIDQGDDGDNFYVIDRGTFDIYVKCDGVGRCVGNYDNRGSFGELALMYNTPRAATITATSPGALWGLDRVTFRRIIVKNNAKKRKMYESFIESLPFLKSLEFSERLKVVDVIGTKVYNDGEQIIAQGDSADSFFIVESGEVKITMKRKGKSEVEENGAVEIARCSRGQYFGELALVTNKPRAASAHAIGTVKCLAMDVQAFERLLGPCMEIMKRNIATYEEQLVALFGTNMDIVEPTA
SR-BI DiI-HDL act = activators of SR-BI mediated DiI-HDL uptake, primary screen, ldlA[mSR-BI] CHO cells, DiI fluorescence | 3 h; 100 = double the neutral-control signal | activation, % at 12.5 µM | hit rate 0.096% among 320,000 | AID 504775, 2011;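 active means mean replicate activation of at least 60% and every replicate at or above 60%; inconclusive means mean or all-replicate condition met, but not both; inactive means mean below 60% and not all replicates reaching 60%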;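 further: 0% = median plate neutral-control signal and 100% = twice that signal; values of inactives mirror those of a sister screen read the other way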
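Material: SR-BI-overexpressing, LDLR-lacking CHO cells; schedule: compound exposure 3 h, 37 °C; reagent: DiI-labelled HDL at 10 µg/mL final; technique: bottom-read fluorescence, 550/595 nm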
DAGLB inhibitor = DAGLB lipase inhibitors, primary screen, biochemical, fluorescence, HTS; hit rate 0.059% among 340,000; HEK293T DAGLB membrane lysate, EnzChek fluorogenic substrate; Diacylglycerol lipase-beta (Homo sapiens), Q8NCG7; inhibition, % at 5.17 µM; in the data active means inhibition above about 34%;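 further: 0% = enzyme with vehicle and 100% = wells lacking enzyme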
Keap1-Nrf2 PPI = Keap1-Nrf2 protein-protein interaction inhibitors, primary screen, biochemical, fluorescence polarization, single point; Kelch-like ECH-associated protein 1 (Homo sapiens), Q14145; Keap1 Kelch-Nrf2 peptide fluorescence polarization, 1536-well; inhibition, % at 9.4 µM; hit rate 0.15% among 340,000; AID 504523, 2011; in the data active means inhibition above about 12%; inconclusive means no clear call, values can overlap the other calls; inactive means below about 7.3%;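 further: human Keap1 Kelch domain with fluorescein labeled Nrf2 9mer peptide probe; 0% = neutral control wells and 100% = peptide positive control; higher means more block of Keap1 binding to Nrf2 peptide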
cardiac RTF act = cardiac RTF calcium sensitivity activators, primary screen, biochemical, IANBD-TnC fluorescence, EC20 calcium; Troponin I, cardiac muscle (Homo sapiens) + Troponin T, cardiac muscle (Homo sapiens) + …; IANBD-labeled TnC RTF fluorescence at EC20 calcium; 0% EC20 calcium, 100% full calcium; activation, % at 7.2 µM; hit rate 0.24% among 340,000;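 active means activation above the mean over all tested compounds plus 3 SD, cut at about 30% in these data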;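 further: rise in fluorescence read as greater calcium sensitivity of cardiac thin filaments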
Cardiac RTF inh = cardiac RTF calcium sensitivity inhibitors, primary screen, biochemical, IANBD-TnC fluorescence, EC70 calcium; Troponin I, cardiac muscle (Homo sapiens) + Troponin T, cardiac muscle (Homo sapiens) + …; IANBD-labeled cardiac RTF, Ca2+ fluorescence; inhibition, % at 7.15 µM; hit rate 0.12% among 340,000; AID 493244, 2011;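 active means inhibition above the mean inhibition of all tested compounds plus 3 SD, cut at about 17% in these data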;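 further: assay run at fixed EC70 calcium of 1.6 mM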
CAL PDZ FP-1 = untagged CAL PDZ binding inhibitors, primary screen, biochemical, fluorescence polarization, HTS | hit rate 0.92% among 300,000 | Golgi-associated PDZ and coiled-coil motif-containing protein (Homo sapiens), Q9HD26 | purified CAL PDZ, TMR-peptide fluorescence polarization, 1 h | inhibition, % at 24.9 µM | AID 602252, 2012;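 active means mean inhibition of at least 30% with at least half of replicates also reaching 30%; inconclusive means no clear call, values can overlap the other calls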;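 further: 0% = DMSO neutral control and 100% = excess unlabeled competitor peptide PRC23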
Rtt109 HAT inh = inhibitors of C. albicans Rtt109/Vps75 HAT, primary screen, biochemical, ThioGlo CoA-SH fluorescence, plate reader; inhibition, % at 34.9 µM; purified Rtt109/Vps75, 4 h; hit rate 0.16% among 330,000; Histone acetyltransferase RTT109 (Candida albicans (strain SC5314 / ATCC MYA-2876)), …;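 active means inhibition of at least 50% in every replicate; inconclusive means best replicate reaches 50% inhibition but some replicates fall short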
Target sequence (Q5AAJ8 whole entry, looked up): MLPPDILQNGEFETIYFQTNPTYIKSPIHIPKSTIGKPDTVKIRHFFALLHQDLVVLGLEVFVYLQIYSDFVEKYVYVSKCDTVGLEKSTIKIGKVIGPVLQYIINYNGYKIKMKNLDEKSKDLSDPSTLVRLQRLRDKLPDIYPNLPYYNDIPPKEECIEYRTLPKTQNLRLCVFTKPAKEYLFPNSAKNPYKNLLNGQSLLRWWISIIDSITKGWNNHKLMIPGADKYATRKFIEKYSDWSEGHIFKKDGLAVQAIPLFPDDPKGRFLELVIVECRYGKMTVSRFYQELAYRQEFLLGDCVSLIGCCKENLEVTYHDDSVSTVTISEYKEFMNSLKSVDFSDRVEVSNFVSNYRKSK
CAL PDZ FP-2 = CAL PDZ peptide-binding inhibitors, primary screen, biochemical, fluorescence polarization, Cer-tagged CAL PDZ, HTS | purified CAL PDZ, TMR-peptide fluorescence polarization, 1 h | inhibition, % at 20 µM | hit rate 0.02% among 330,000 | AID 504414, 2011;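 active means highest replicate inhibition of at least 40%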;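 further: plate controls were DMSO neutral control wells for no effect and unlabeled competitor peptide control wells for full effect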
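Test system: tagged CAL PDZ domain / Buffer or medium: sodium phosphate/NaCl buffer pH 7.4 with TCEP, IgG, Thesit / Reagent: TMR-labelled reporter peptide T*-PRC34 bound in PDZ groove / Compound dosing: single point, 20 µM / Schedule: 1 h incubation at room temperature before polarization reading / Technique: fluorescence polarization (mP) / Benchmarks: unlabelled peptide, DMSO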
* hit, by the source's call; ? = inconclusive; . = not tested or not shown.

SMILES	C-LANA FP	PKA-R2B activ	SR-BI DiI-HDL act	DAGLB inhibitor	Keap1-Nrf2 PPI	cardiac RTF act	Cardiac RTF inh	CAL PDZ FP-1	Rtt109 HAT inh	CAL PDZ FP-2
COc1ccc(C(=O)n2ncc(C#N)c2N)cc1	0.0	-7	5	-2	-3	2	6	-2	6	-3.2
O=C(Nc1ccccc1F)Nc1cc(S(=O)(=O)N2CCOCC2)ccc1N1CCCC1	0.3	6	17	0	6	0	3	-4	-3	-1.0
COc1ccc(CNc2ncc(-c3ccccc3)n2C)c2ccccc12	-0.8	5	-3	-1	-3	-3	-8	.	-3	-0.9
CCC(=O)N(Cc1cc2ccc(C)cc2[nH]c1=O)c1ccccc1OC	-0.1	2	20	1	-4	0	-4	18	2	-1.9
COC(=O)c1ccccc1NC(=O)CSc1nc2c(c(=O)[nH]1)CCC2	1.4	6	-3	-3	2	-1	-4	-2	-7	0.0
O=C(COC(=O)c1ccc(Br)o1)NC12CC3CC(CC(C3)C1)C2	2.7	-3	15	1	-1	-4	0	-7	14	-2.6
CCOc1ccc2[nH]c(=O)c(CN(CCCO)C(C)=O)cc2c1	0.3	-10	-3	1	1	-5	4	-1	-16	-0.2
CC(C)c1ccccc1NC(=O)COC(=O)CCN1C(=O)/C(=C\C=C\c2ccccc2)SC1=S	0.1	0	-6	-3	-6	3	-3	-1	.	-2.9
Cc1cccc2cc(CN(Cc3cccs3)S(=O)(=O)c3ccc4c(c3)OCCO4)c(=O)[nH]c12	0.4	-11	6	0	-2	-3	3	-5	-4	-0.9
CCC1SC2=NC(C)=C(C(=O)OCC(C)C)C(/C=C/c3ccccc3OC)N2C1=O (stereo not given)	-0.4	-4	3	-10	-1	-3	-5	6	12	-1.4
Cc1ccc2cc(C)c(SCC(=O)NCC3CCCO3)nc2c1 (stereo not given)	-0.4	0	.	-1	4	-3	2	.	-9	-0.6
CCC(C)N(C(=O)CSc1nnc(NC(C)C)s1)C1CCS(=O)(=O)C1 (stereo not given)	0.4	-17	9	2	-1	-3	-13	-17	-9	-3.2
O=C(c1ccc2c(c1)OCO2)N1CCc2ccccc21	-2.1	-7	.	-3	-5	1	-10	.	0	-1.3
COc1ccc(/C=C(\C#N)C(=O)OC2CCOC2=O)cc1 (stereo not given)	0.0	0	-11	-1	-9	3	-11	.	1	-0.6
CCCS(=O)(=O)c1nc(S(=O)(=O)c2ccc(Cl)cc2)c(N2CCC(O)CC2)s1	0.6	-10	-4	-2	-4	3	-5	-2	8	-1.6
O=C1/C(=C/c2ccc(O)cc2)SC(=S)N1Cc1cccnc1	0.5	-6	-5	-1	0	-6	-1	-3	31	-2.3
O=C(CN1C(=O)/C(=C\c2ccccc2Cl)Sc2ccccc21)NCCCN1CCOCC1	-0.2	3	12	0	-6	2	-7	-6	10	-3.3
O=C(CSc1nnc(-c2ccncc2)o1)NC1C2CC3CC(C2)CC1C3 (stereo not given)	-1.0	-17	-7	0	-4	11	-2	4	-3	-0.9
Cc1cccc(-c2nnc3sc(-c4ccccc4C)nn23)c1	0.0	-2	-6	-14	-5	1	-5	.	?	-5.3
CC(=O)N1CCN(C(=O)CCNC(=O)c2ccc(Br)cc2)CC1	0.5	1	8	0	-5	8	-2	.	7	-0.2
Cc1cccc(-n2ccnc2SCC(=O)c2c(N)n(C3CC3)c(=O)[nH]c2=O)c1C	0.5	-3	7	-1	1	-2	3	-4	-5	-0.8
CN(C)/N=C/c1cc(Cl)cc([N+](=O)[O-])c1O	-0.1	-1	15	8	-5	-1	-9	.	19	0.5
CCCCCn1c(SC(C)C(C)=O)nc2c1c(=O)[nH]c(=O)n2C (stereo not given)	2.0	-2	3	-3	0	5	0	.	-12	-2.8
c1ccc(CNCCCNCCCCNCCCNCc2ccccc2)cc1	-0.8	-9	8	-3	-2	-4	-4	-1	7	-1.0
CCN(C(=O)CSc1nc2cc(S(=O)(=O)N(CC)CC)ccc2n1CC)C1CCS(=O)(=O)C1 (stereo not given)	0.3	3	3	3	4	-7	-10	0	-8	-1.2
CCN(CC)c1ccc2cc(C=O)c(=O)oc2c1	-5.2	0	12	-70	-176	425*	-425	-1	-14	-2.8
Oc1cc(Nc2ccncc2)cc2cccnc12	-1.4	-3	8	1	-7	0	4	0	4	-0.5
Cc1ccc(CS(=O)(=O)c2ncc(Cl)c(C(=O)Nc3ccc(OC(F)F)cc3)n2)cc1	-1.3	-10	-8	1	-1	-2	-4	-4	-4	-2.2
O=C(c1cccs1)N1CCCC(c2ccccc2)C1 (stereo not given)	-0.2	-18	11	-3	-1	0	-16	-2	-2	-0.3
O=C(NN1C(=O)C2C3C=CC(O3)C2C1=O)c1cccc(O)c1 (stereo not given)	1.6	-4	2	0	-2	0	-1	0	-13	0.1
c1ccc(CCNc2ccc3c(c2)Cc2ccccc2-3)nc1	-1.8	9	3	2	0	-3	-2	0	-4	-0.5
Cc1cccc(C(C)C)c1NC(=O)CSc1nncn1C	-2.0	1	14	0	0	-1	-7	-1	-5	-0.9
C=CCSc1nc(Cc2ccc(Cl)cc2)nc2ccccc12	-0.6	-7	10	-2	1	3	-1	-3	-3	-0.6
O=C(CCSc1nnc(-c2ccccc2)o1)N1CCOCC1	1.1	-4	1	-1	-2	2	5	-1	.	-3.1
COc1ccc(NC(=O)Nc2ccc(Br)cn2)cc1OC	0.0	9	-9	2	10	-2	-2	-4	8	-0.1
CNC(=S)N/N=C1\C(=O)c2cccc3cccc1c23	0.5	-8	.	-1	-5	3	12	2	-3	-1.0
CC(=O)Nc1ccc(S(=O)(=O)NCCC(=O)N2CCc3ccccc32)cc1	-1.1	-11	.	-1	-6	2	-11	-3	-9	-1.9
COc1ccc(Cl)cc1NC(=O)CSc1nc(NS(=O)(=O)c2ccc(C)cc2)cc(=O)[nH]1	2.7	-10	2	-5	1	-2	-16	.	7	0.2
Cn1cc(CNCC2CCCO2)c(-c2ccc(Oc3ccccc3)cc2)n1 (stereo not given)	-1.7	3	24	-3	-3	1	-2	0	-5	0.9
COc1cc(C2Nc3ccc4ncccc4c3C3=C2C(=O)CC(C)(C)C3)cc(OC)c1O (stereo not given)	0.7	-16	-3	-2	4	4	-1	2	14	0.9
O=C(COC(=O)c1ccccn1)Nc1cccc(Cl)c1	-3.5	-14	15	5	-3	0	-26	-2	-12	-1.5
c1ccc(-[n+]2nc(Nc3cccc4ccccc34)sc2-c2c3ccccc3cc3ccccc23)cc1	0.3	-2	-42	43*	-6	0	-1	3	-3	0.1
Oc1ccc(Br)cc1/C=N/N1CCN(Cc2ccccc2)CC1	0.3	2	16	-20	-3	0	4	-2	-4	-0.2
N#C/C(=C/c1ccc(N2CCOCC2)o1)c1ccc(Br)cc1	-0.8	5	-43	-2	-10	23	-47	-4	26	0.0
O=C(Nc1cccc(NC(=O)C2CC2)n1)C1CC1	-0.2	-8	1	1	5	0	-17	2	-5	-0.7
Cc1ccccc1-n1c(-c2csc(C)c2C)n[nH]c1=S	0.3	1	-23	0	-3	9	3	-4	-3	-1.1
N/C(=N/OS(=O)(=O)c1ccc([N+](=O)[O-])cc1)c1ccncc1	0.7	11	6	1	-2	4	-2	3	5	-1.4
O=c1cc(N2CCc3ccccc3C2)[nH]c(=O)n1-c1ccc(Cl)cc1	-0.2	2	15	3	-3	5	-2	2	-5	-4.3
CCc1nnc(NC(=O)CCNC(=O)c2ccco2)s1	0.1	-1	.	0	3	-6	-4	-9	-2	-2.9
Cc1cccc(C)c1NC(=O)CC(NCCc1ccccc1)C(=O)O (stereo not given)	0.5	-8	4	-2	1	-7	-5	0	-5	-1.9
CCOC(=O)c1cnc(SSc2ncc(C(=O)OCC)c(N)n2)nc1N	-1.1	-4	44	-2	1	-2	1	-1	0	0.6
ClCCCc1cn(C[C@H]2CC[C@@H]([C@@H]3CC[C@H](Cn4cc(CCCCl)nn4)O3)O2)nn1	0.3	-9	18	-2	-3	-4	-5	-3	-2	-1.5
Cc1ccc2c(CC(=O)N3CCN(c4ccccc4)CC3)coc2c1	-1.5	0	-1	-3	3	1	7	.	-1	-0.5
O/N=C\c1cnc(N2CCN(c3ccccc3)CC2)s1	-0.5	-14	3	3	1	-2	-8	-4	-6	-1.0
COc1ccc(-c2cc3ccccc3n2CC(O)CN2CCC(C)CC2)cc1 (stereo not given)	1.3	6	10	-2	-2	2	-7	.	25	-0.3
Cc1cccc(C)c1NC(=O)CC(NCc1ccco1)C(=O)O (stereo not given)	2.0	-11	5	0	-7	-3	-12	-3	-5	-0.4
CCCn1c(C(C)Nc2nc(-c3ccc(Cl)c([N+](=O)[O-])c3)cs2)nc2cc(Cl)c(N3CCCCC3)cc21 (stereo not given)	0.9	-1	-56	3	0	-7	-5	-3	2	-0.1
COC(=O)c1c(NC(=O)C2CCCCC2C(=O)O)sc2c1CCCCC2 (stereo not given)	2.4	-9	14	4	0	11	-12	-8	25	10
C[N+](C)(C)C[C@H](O)CC(=O)O	1.4	0	0	2	-7	5	-2	-5	11	-0.7

Shown with the structure last: two of the compounds above.
C-LANA FP	PKA-R2B activ	SR-BI DiI-HDL act	DAGLB inhibitor	Keap1-Nrf2 PPI	cardiac RTF act	Cardiac RTF inh	CAL PDZ FP-1	Rtt109 HAT inh	CAL PDZ FP-2	SMILES
2.4	-9	14	4	0	11	-12	-8	25	10	COC(=O)c1c(NC(=O)C2CCCCC2C(=O)O)sc2c1CCCCC2 (stereo not given)
0.3	-9	18	-2	-3	-4	-5	-3	-2	-1.5	ClCCCc1cn(C[C@H]2CC[C@@H]([C@@H]3CC[C@H](Cn4cc(CCCCl)nn4)O3)O2)nn1

Source: PubChem (several laboratories)
